Bioassay records (PubChem BioAssay)
Menin-MLL TR inh – inhibitors of human menin-MLL interaction, mutant MLL peptide; O00255; Menin + Texas Red MLL mutant peptide, fluorescence polarization; Potency, µM (series often up to 61.6 µM), for inactives: at the highest dose FP activity change, negative = inhibition, actives largely listed as inhibitors; hit rate 0.23% among 270,000; active = well fitted inhibition curve with a large enough effect in the polarisation, with a control signal flat, not every such curve was filed as active; inconclusive = small, poorly fitted or top-dose-only effect, or effect the other way, or a change in a side signal; inactive = no such curve, though single readings can be large or run the other way; the % refers to the polarisation; note: potency is the fitted concentration of half-maximal effect; % of control where 0% means no effect; many of its hits are not listed in these tables
Target sequence (O00255 whole entry, looked up): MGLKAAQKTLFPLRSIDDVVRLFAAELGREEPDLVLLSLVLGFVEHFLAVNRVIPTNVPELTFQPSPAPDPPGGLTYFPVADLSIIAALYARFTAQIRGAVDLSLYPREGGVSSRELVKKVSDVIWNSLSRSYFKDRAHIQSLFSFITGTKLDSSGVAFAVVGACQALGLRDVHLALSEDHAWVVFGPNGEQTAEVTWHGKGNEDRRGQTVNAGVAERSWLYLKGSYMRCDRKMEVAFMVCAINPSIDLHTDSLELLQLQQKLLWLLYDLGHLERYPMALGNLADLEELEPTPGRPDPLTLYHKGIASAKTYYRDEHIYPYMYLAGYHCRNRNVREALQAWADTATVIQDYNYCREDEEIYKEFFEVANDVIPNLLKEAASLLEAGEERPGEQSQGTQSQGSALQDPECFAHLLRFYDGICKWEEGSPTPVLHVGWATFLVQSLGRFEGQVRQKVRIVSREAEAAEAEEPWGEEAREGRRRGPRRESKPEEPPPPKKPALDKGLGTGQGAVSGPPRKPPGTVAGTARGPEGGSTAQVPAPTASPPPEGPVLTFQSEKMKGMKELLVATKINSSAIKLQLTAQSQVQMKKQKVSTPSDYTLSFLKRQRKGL
Coupling enz – inhibits coupling enzyme system, counter-screen for aldolase hits. hit rate 0.67% among 290,000. activity change, negative = inhibition, % at 58.2 µM, hits read low. coupling enzyme system counterscreen, AmpLite Red fluorescence; in the data active = activity change below about -30%; note: % is set by controls: 0 for no effect and ±100 for the full control effect
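Counterscreen of the coupled detection system alone, without aldolase: glyceraldehyde-3-phosphate coupling enzymes plus AmpLite Red readout. Compounds at 57.5 uM final, 10 min RT preincubation, 20 min RT reaction, fluorescence 525/598 nm.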
* = called active by the depositor; ? = inconclusive; . = no result given; & = joins results of further samples; [ ] = remark or other dose. Not all compounds are listed, so the mix of outcomes need not match the whole.

Every second line gives: Menin-MLL TR inh | Coupling enz
COC1CC(=C(c2cccs2)c2cccs2)C[N+](C)(C)C1 (stereo unspecified)
    4% | .
CC(C)NCC(O)c1ccc(N)c(C#N)c1 (stereo unspecified)
    -8% | .
[O]=[Cr](=[O])([OH])[O][Cr](=[O])(=[O])[OH]
    3%&10% | .
COc1ccc2c(c1O)-c1cccc3c1C(C2)N(C)CC3 (stereo unspecified)
    2% | .
CC[N+](C)(CC)CCOC(=O)C(O)(c1ccccc1)c1ccccc1
    10% | .
Nc1ccccc1C(=O)O
    1% | .
O=[N+]([O-])c1cc(I)c(O)c(I)c1
    ? | .
O=[N+]([O-])C(Br)(CO)CO
    -6% | .
CCCCCC(O)C1C(=O)OC(C)C(O)\C=C/C=C\C=C/C=C\C=C(\C)C(O)C(O)C(O)CC(O)CC(O)CC(O)CC(O)CC1O (stereo unspecified)
    7% | .
CN(C)[C@@H](Cc1ccccc1)c1ccccc1
    -2% | .
CC(=O)[C@H]1CC[C@H]2[C@@H]3CC[C@H]4C[C@](C)(O)CC[C@]4(C)[C@H]3CC[C@]12C
    4% | .
CN1C[C@@H](NS(=O)(=O)N(C)C)C[C@@H]2c3cccc4c3c(cn4C)C[C@H]21
    -16% | .
O=C(OCCN1CCCCC1)C(O)(c1ccccc1)c1ccccc1
    -3% | .
C[C@]12CC[C@H](OS(=O)(=O)O)CC1=CCC1C2CC[C@]2(C)C(=O)CC[C@@H]12 (stereo partly specified)
    -5% | .
CN1CCC23CCCC[C@H]2C1Cc1ccc(O)cc13 (stereo partly specified)
    1% | .
COC(C(=O)C(O)C(C)O)C1Cc2cc3cc(OC4CC(OC5CC(O)C(OC)C(C)O5)C(OC(C)=O)C(C)O4)c(C)c(O)c3c(O)c2C(=O)C1OC1CC(OC2CC(OC3CC(C)(O)C(OC(C)=O)C(C)O3)C(O)C(C)O2)C(O)C(C)O1 (stereo unspecified)
    -7% | .
Oc1cc2c(cc1O)[C@H]1c3ccccc3CNC1CC2 (stereo partly specified)
    -3% | .
COc1cccc2c1C(=O)c1c(O)c3c(c(O)c1C2=O)C[C@@](O)(C(=O)CO)C[C@@H]3O[C@H]1C[C@H](N)[C@H](OC2CCCCO2)[C@H](C)O1 (stereo partly specified)
    ? | .
C[C@@H]1O[C@H](C[N+](C)(C)C)CS1
    -4% | .
O=C(N/N=C/c1ccc([N+](=O)[O-])o1)c1cc([N+](=O)[O-])cc([N+](=O)[O-])c1O
    ? | .
CC1OC(O[C@H]2C[C@@H](O)[C@]3(CO)[C@@H]4C(CC[C@]3(O)C2)[C@@]2(O)CC[C@H](C3=CC(=O)OC3)[C@@]2(C)C[C@H]4O)C(O)C(O)C1O (stereo partly specified)
    -4% | .
C[C@]12CC[C@H]3[C@@H](CC[C@@]45O[C@@H]4C(=O)C(C#N)C[C@]35C)[C@@H]1CC[C@@H]2O (stereo partly specified)
    -1% | .
CC(Cc1ccccc1)N(C)C (stereo unspecified)
    -4% | .
CNC(=O)OCC[N+](C)(C)C
    4% | .
CC(=O)Oc1ccc2c3c1OC1[C@@H](OC(C)=O)C=C[C@H]4[C@H](C2)N(C)CC[C@]314 (stereo partly specified)
    1% | .
O=C1C[C@@H]2OCC=C3CN4CC[C@]56c7ccccc7N1[C@@H]5[C@@H]2[C@H]3C[C@H]46 (tested in a mixture with another compound)
    -9% | .
C=CCN1CC[C@]23c4c5ccc(O)c4O[C@H]2[C@@H](O)C=C[C@H]3[C@H]1C5
    -8% | .
NCC(O)c1cccc(O)c1 (stereo unspecified)
    7% | .
O=C1c2ccccc2C(=O)C1C(=O)C(c1ccccc1)c1ccccc1
    ? | .
C[C@@H](N)[C@@H](O)c1ccc(O)c(O)c1
    -9% | .
CCCN1CCCC(c2cccc(O)c2)C1 (stereo unspecified)
    6% | .
CC(=O)OC1CN2CCC1CC2 (stereo unspecified)
    6% | .
NC(Cc1ccc(Oc2cc(I)c(O)c(I)c2)c(I)c1)C(=O)O (stereo unspecified)
    ? | .
CC(=O)NBr
    0% | .
O=CC=O
    0% | .
NC(Cn1ccc(=O)[nH]c1=O)C(=O)O (stereo unspecified)
    -1% | .
C[C@H]1CC[C@@H]2[C@@H](C)[C@H]3[C@H](C[C@H]4[C@@H]5CC=C6CC(O[C@@H]7O[C@H](CO)[C@H](O)[C@H](O[C@@H]8O[C@H](CO)[C@@H](O)[C@H](O)[C@H]8O)[C@H]7O[C@H]7O[C@@H](C)[C@H](O)[C@@H](O)[C@H]7O)CC[C@]6(C)[C@H]5CC[C@]34C)N2C1 (stereo partly specified)
    3% | .
CS(=N)(=O)CC[C@H](N)C(=O)O (stereo partly specified)
    2% | .
CC(C)=CC1C(C(=O)OCc2coc(Cc3ccccc3)c2)C1(C)C (stereo unspecified)
    -8% | .
CC(C)(C)CC(C)(C)c1ccc(O)cc1
    1% | .
[S]=[Sb][S][Sb]=[S]
    13% | .
c1ccc(C2(c3ccccc3)CC2C2=NCCN2)cc1 (stereo unspecified)
    3% | .
CCOC(=O)NC(O)C(Cl)(Cl)Cl (stereo unspecified)
    -8% | .
C[N+]1([O-])[C@H]2CC[C@H]1CC(OC(=O)[C@@H](CO)c1ccccc1)C2 (stereo partly specified)
    4% | .
C[C@@H]1O[C@H](C[N+](C)(C)C)C[C@H]1O
    -5% | .
Nc1ncnc2c1ncn2[C@@H]1O[C@H](COP(=O)(O)CP(=O)(O)OP(=O)(O)O)[C@H](O)[C@H]1O
    -2% | .
CCN(CC)CCOC(=O)C(C)(c1ccccc1)c1ccccc1
    -12% | .
O=Cc1ccco1
    7% | .
OC12C3C4CC5C6C4C1C6C(C53)N2CCc1cccc(F)c1 (stereo unspecified)
    . | -3
O=C1NC(=O)c2c1c1c3ccccc3n3c1c1c2c2ccccc2n1C1CCC3O1
    . | 2
CC/C=C\C/C=C\C/C=C\C/C=C\C/C=C\CCCC(=O)NCCc1ccc(O)c(O)c1
    3% | 3
CCCC(C)C1(CC)C(=O)N=C(S)NC1=O (stereo unspecified)
    1% | 0
COc1ccc(CC2NCCc3cc(OC)c(OC)cc32)cc1OC (stereo unspecified)
    9% | -10
CCCCCCCCCCCCCC(=O)O[C@@H]1[C@@H](C)[C@@]2(O)[C@@H](C=C(CO)C[C@]3(O)C(=O)C(C)=C[C@@H]23)[C@@H]2C(C)(C)[C@]12OC(C)=O
    -18% | -12
COP(=S)(OC)Oc1ccc([N+](=O)[O-])cc1
    -1% | 3
CNC[C@H](O)c1ccc(O)c(OC)c1
    -5%[24.8 µM] | -1
CC(C)C(O)(C(=O)OC[C@@H]1CC[N+]2([O-])CCCC12)C(C)O (stereo partly specified)
    -16% | 3
COc1ccc(NC(=O)N2CC3(CCN(C(=O)Oc4ccccc4)CC3)C2)cc1
    -20% | 0
COc1ccccc1-c1[se]c2ccccc2c1I
    6% | 2
CS(=O)(=O)N1CCC2(CC1)CN(Cc1ccncc1)C2
    -3% | 5

Further compounds follow:
Every second line gives: Menin-MLL TR inh | Coupling enz
CC1C(=O)OC2C1CC[C@@]1(C)C=CC(=O)[C@@]3(C)O[C@@]213 (stereo partly specified)
    2% | 4
C=C(C)CN1CC[C@@]23c4c5ccc(O)c4O[C@H]2c2[nH]c4ccccc4c2C[C@]3(O)[C@@H]1C5
    24%[24.8 µM] | 1
N#CN=C1SCCN1Cc1ccc(Cl)nc1
    2% | 0
C[C@@H]1CC[C@H]2[C@@H](C)C(=O)O[C@@H]3OC4(C)CC[C@@H]1[C@]32OO4
    -20% | 1
CC(C)(C)OC(=O)c1ncn2c1[C@@H]1CCCN1C(=O)c1c(Br)cccc1-2
    ? | -1
CCCCOC(=O)N(C)SN(C)C(=O)Oc1cccc2c1OC(C)(C)C2
    18% | 0
COP(N)(=O)SC (stereo unspecified)
    2% | 4
C=C1CC[C@H](O)C/C1=C/C=C1\CCC[C@]2(C)[C@@H]([C@H](C)CCCC(C)C)CC[C@@H]12
    -8%&-22% | 1
C=C1C([C@@]2(C)C(OC(C)=O)CC(=O)O[C@@](C)(COC(C)=O)C2CC(=O)OC)C(OC=O)C(OC(=O)C(OC(C)=O)C(C)CC)[C@]2(C)C(c3ccoc3)CC(=O)C12O (stereo partly specified)
    -23% | -1
CCOc1cc(OP(=S)(OC)OC)nc(CC)n1
    -8% | 2
COc1cc2c(cc1OC)[C@@H]1C(=O)c3ccc(O)c(CC=C(C)C)c3OC1CO2 (stereo partly specified)
    -6% | 1
NCC[C@H](NC(=O)[C@@H](N)CCCN=C(N)N[N+](=O)[O-])C(N)=O
    -19% | 0
COC(=O)C12CC3=CCC4C(=O)N(c5ccccc5)C(=O)C4C3Cc3ccccc3[C@@H]1CNC2=O (stereo partly specified)
    -15% | -1
CC(C)C1C(=O)N2CCCC2[C@]2(O)O[C@@](NC(=O)[C@@H]3C=C4c5cccc6[nH]cc(c56)C[C@H]4N(C)C3)(C(C)C)C(=O)N12 (stereo partly specified)
    -12%[24.8 µM] | -34*
CCCCC/C=C\C/C=C\C/C=C\C/C=C\CCCC(=O)Nc1ccc(O)cc1C
    0%&-13% | -7&-4
O=C(CCCN1CCC2(CC1)C(=O)N(Cc1cccc(F)c1)CN2c1ccccc1)c1ccc(F)cc1
    -20%[24.8 µM] | -2
CC(C)[C@@H]1CN[C@H](C(=O)O)[C@@H]1CC(=O)O
    -2%[24.8 µM] | -6
CC(C)CCCC(C)C1CCC2C3CC(O)[C@@]4(O)CC(O)CC[C@@]4(C)C3CC[C@@]12C (stereo partly specified)
    ? | -1
COc1ccc(C(=O)OC2C[C@H]3CC[C@@H](C2)N3C)cc1OC (stereo partly specified)
    1%[24.8 µM] | 2
C=C/C(=C/C(=O)C[C@H](C)C[C@@H](C)CC[C@H](O)[C@H](C)C(=O)C[C@@H](O)[C@H](C)[C@@H](C)OC(=O)C[C@@H](O)C1=C(C)C(=O)OC1=O)CC
    3%[11.7 µM] | 2
COC(=O)C12CC3=CC(CC3=O)Cc3ccccc3[C@@H]1CNC2=O (stereo partly specified)
    1% | 4
NC(=NCCc1ccc(I)cc1)SCCCc1cnc[nH]1
    -4%[24.8 µM] | 5
CC(C)(O)C(Cl)(Cl)Cl
    0%&-21% | 1&3
CC(N)[C@@H](O)c1ccccc1 (stereo partly specified)
    1% | 0
C[C@]12CC[C@@H]3[C@@H](CCC4=CC(=O)CC[C@@H]43)[C@@H]1CC[C@@H]2OC(=O)CCc1ccccc1
    -11% | 2
O=C(O)COc1cc(Cl)c(Cl)cc1Cl
    -13% | 18
CC(C)=CC1C(C(=O)OCc2cccc(Oc3ccccc3)c2)C1(C)C (stereo unspecified)
    3% | -1
CC1/C=C/C=C/CC/C=C/C=C/C=C/C=C/C(OC2OC(C)C(O)C(N)C2O)CC2O[C@](O)(CC(O)C(O)CCC(O)CC(O)CC(O)CC(=O)OC(C)C(C)C1O)CC(O)C2C(=O)O (stereo partly specified)
    -2% | 1
O=C(N[C@@H]1CN2CCC1CC2)c1cc(Cl)cc2[nH]cnc12
    -6% | -2
CCCCC/C=C\C[C@@H](/C=C/C=C\C/C=C\CCCC(=O)O)OO
    -1% | 4

An excerpt of these results, tab-delimited:
Compound	Menin-MLL TR inh	Coupling enz
CCCCC/C=C\C[C@@H](/C=C/C=C\C/C=C\CCCC(=O)O)OO	-1%	4
CC(N)[C@@H](O)c1ccccc1 (stereo partly specified)	1%	0
O=C(CCCN1CCC2(CC1)C(=O)N(Cc1cccc(F)c1)CN2c1ccccc1)c1ccc(F)cc1	-20%[24.8 µM]	-2
CC(C)[C@@H]1CN[C@H](C(=O)O)[C@@H]1CC(=O)O	-2%[24.8 µM]	-6
CC(C)CCCC(C)C1CCC2C3CC(O)[C@@]4(O)CC(O)CC[C@@]4(C)C3CC[C@@]12C (stereo partly specified)	?	-1
C[C@]12CC[C@@H]3[C@@H](CCC4=CC(=O)CC[C@@H]43)[C@@H]1CC[C@@H]2OC(=O)CCc1ccccc1	-11%	2
COC(=O)C12CC3=CC(CC3=O)Cc3ccccc3[C@@H]1CNC2=O (stereo partly specified)	1%	4

Following part.
Every second line gives: Menin-MLL TR inh | Coupling enz
C=C(C)C1CCC(C)=CC1c1c(O)cc(O)cc1CCCCC (stereo unspecified)
    ? | -7
COCC(=O)N1CCC2(CCCN(Cc3ccncc3)C2)CC1
    0% | -1
Cc1c(C(=O)c2ccc3ccccc3c2)c2cccc3c2n1[C@H](CN1CCOCC1)CO3
    -1%[24.8 µM] | 4
CC(=O)[C@H]1CC[C@H]2C3CC[C@H]4C[C@](C)(O)CC[C@]4(C)C3CC[C@]12C (stereo partly specified)
    -1% | -2
CC(C)(c1ccc(OC[C@@H]2CO2)cc1)c1ccc(OC[C@H]2CO2)cc1
    -11%[24.8 µM] | 4
c1ccc2c(c1)OC[C@@H](C1=NCCN1)O2
    ? | -2&0
CNC1[C@@H](O)C(OC2C(N)C[C@H](N)[C@@H](O[C@@H]3OC(C(C)O)C(O)C(O)C3N)C2O)OC[C@]1(C)O (stereo partly specified)
    -3% | 0
O=CN1CC2CC(C1)c1cccc(=O)n1C2 (stereo unspecified)
    2%[24.8 µM] | 1
CC(=O)OCC(=O)[C@@H]1CC[C@H]2[C@H]3CC[C@H]4C[C@@H](O)CC[C@]4(C)[C@@H]3C(=O)C[C@@]12C
    -3%[24.8 µM] | 6
